PolyA inh: polyadenylation inhibitors in yeast reporter cells, primary screen, luminescence, S. cerevisiae; S. cerevisiae SKY197-pL101 polyadenylation reporter, beta-gal luminescence; efflux-impaired pdr1/pdr3 knockout yeast; score 100 = 6 SD above DMSO; calls only at 12 µM; hit rate 0.02% among 300,000; AID 1875, 2009;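 active = lowest replicate activity score at least 50, where 100 means six control SD above control mean; inconclusive = lowest score under 50 but half or more replicates reach 50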;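 note: yeast exposed to compound for 9 h at 30 °C; higher score means more reporter readthrough which indicates perturbed polyadenylation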
GSK3 alpha inh: blockers of GSK3A enzyme activity – biochemical, luminescence, cell-free homogeneous, HTS, primary screen; Glycogen synthase kinase-3 alpha (Homo sapiens), P49840; GSK-3 alpha kinase, ADP-Glo luminescence, 60 min; inhibition, % at 10 µM; hit rate 0.1% among 320,000; AID 2650, 2010;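 in the data active = inhibition above about 50%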;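 note: GST-tagged GSK-3 alpha with peptide substrate and 25 µM ATP; 0% = DMSO neutral wells and 100% = GW8510 positive control wells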
HSF1 inhib: HSF1 inhibitors in luciferase reporter cells, primary screen, cell-based, NIH3T3, luminescence; hit rate 0.77% among 300,000; activity change, negative = inhibition, % at 7.5 µM (by protocol); NIH3T3-HGL HSE-luciferase, MG132-induced, luminescence 8 h; hits give low values;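 active = more than half of replicate wells show activity change below -50%, luminescence cut by over half; inconclusive = some wells, but at most half, below -50%; inactive = no replicate well below -50%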;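 note: luciferase reports HSF-1 transcriptional activity via heat shock element; 0% = median of DMSO wells and -100% = zero luminescence signal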
Platelet DG rel: inhibitors of platelet dense granule secretion, primary screen, cell-based, MLPCN, human platelets; hit rate 0.22% among 300,000; human platelet-rich plasma, SFLLRN dense granule ATP release, luminescence; inhibition, %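 (compounds screened at 7.5 µM in platelet-rich plasma)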;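 active = mean replicate score, as percent of positive control, at or above 50; inconclusive = mean below 50 but at least one replicate at or above 50; inactive = mean and every replicate below 50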
DYRK1A inh: rat Dyrk1A kinase inhibitors, primary screen, biochemical, single point, plate reader; hit rate 0.43% among 310,000; inhibition, % at 12.5 µM; ADP-Glo luminescence, NFATc1 peptide; AID 504441, 2011; Dual specificity tyrosine-phosphorylation-regulated kinase 1A (Rattus norvegicus), Q63470; in the data active = inhibition above about 50%;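 note: plate controls were vehicle with enzyme for no effect and no enzyme for full effect; many of its hits are not listed in these tables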
HSF-1 act: HSF-1 activators, primary screen, NIH3T3-HGL cells, MG132 stress, luminescence, single point | NIH3T3-HGL HSF-1 luciferase reporter, 8 h; 100% = twice DMSO control signal | activation, % at 9 µM | hit rate 1.7% among 300,000 | AID 504408, 2011;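 active = mean replicate activation of at least 50% with a set share of replicates each reaching 50%; inconclusive = only one of those two conditions met; inactive = mean below 50% and too few replicates reaching it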;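 note: 0% = median of the neutral control wells and 100% = twice that signal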
AI-2 QS modul: Vibrio harveyi AI-2 quorum sensing modulators, primary screen, JMH597 strain, luminescence/OD600 ratio | Vibrio harveyi JMH597 AI-2 luminescence/OD600 ratio, 9 h; hits give low values; strain lacks LuxN and CqsS sensors; 0 = neutral-control median | activity change, % at 7.5 µM | hit rate 0.4% among 300,000 | AID 2094, 2009; in the data active = activity change below about -75%, passing the limit was not always enough; inconclusive = no clear call, values can overlap the other calls;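 note: luminescence divided by OD600 gain over 9 h not by final OD600 alone; inactives centre near 13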
HSP90 inh: HSP90 inhibitors, primary screen, cell lysate, luminescence; Heat shock protein HSP 90 (rabbit reticulocyte lysate; luciferase refolding); Rabbit reticulocyte lysate, luciferase refolding luminescence, 3 h; inhibition, % at 5.6 µM; hit rate 0.91% among 290,000;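 active = inhibition above the screen-wide mean plus 3 SD, computed separately per campaign, cut at about 16% in these data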;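 note: 0% = DMSO wells and 100% = 60 µM geldanamycin wells; inhibitors lower the luminescence because luciferase stays unfolded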
GSK3B inh: human GSK3beta kinase inhibitors, primary screen, biochemical, cell-free homogeneous, HTS; GST-GSK3beta kinase, ADP-Glo luminescence, 60 min; hits give low values; activity score (negative = inhibition), % at 10 µM; hit rate 0.038% among 300,000;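 active = more than half of replicate wells score below -50%, meaning over 50% inhibition versus plate controls; inconclusive = some replicates but at most half score below -50%; inactive = no replicate scores below -50%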;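 note: 0% = median DMSO wells and -100% = median GW8510 positive control wells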
Target sequence (P49841 whole entry, looked up): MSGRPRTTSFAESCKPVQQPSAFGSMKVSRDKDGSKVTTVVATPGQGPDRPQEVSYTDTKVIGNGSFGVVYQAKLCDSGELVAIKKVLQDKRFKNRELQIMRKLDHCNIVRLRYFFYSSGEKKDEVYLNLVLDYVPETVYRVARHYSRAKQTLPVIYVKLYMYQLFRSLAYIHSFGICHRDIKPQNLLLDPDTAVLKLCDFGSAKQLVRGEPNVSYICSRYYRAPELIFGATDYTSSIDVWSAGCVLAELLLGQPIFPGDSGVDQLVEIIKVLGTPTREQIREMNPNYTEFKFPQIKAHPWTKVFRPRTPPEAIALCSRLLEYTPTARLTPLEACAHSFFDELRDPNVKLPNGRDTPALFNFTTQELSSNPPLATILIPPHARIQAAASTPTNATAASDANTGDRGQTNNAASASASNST
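Assay system: GST-fused GSK3beta enzyme, cell-free / Medium: Tris pH 7.5 buffer with MgCl2, DTT, BSA, heparin / Also added: peptide substrate plus 25 µM ATP (final) / Compound: 10 µM single point / Timing: kinase reaction with compound 60 min at room temperature / Detection: ADP-Glo luminescence / Benchmarks: DMSO neutral wells and GW8510 at 20 µM as positive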
HDAC3 inh: HDAC3 deacetylase inhibitors, primary screen, biochemical, fluorescence, cell-free homogeneous; Histone deacetylase 3 (Homo sapiens), O15379; recombinant HDAC3, fluorogenic peptide/trypsin coupled; inhibition, % at 8.3 µM; hit rate 0.15% among 320,000; AID 2718, 2010; in the data active = inhibition above about 26%, passing the limit was not always enough; inconclusive = no clear call, values can overlap the other calls
Target sequence (O15379 whole entry, looked up): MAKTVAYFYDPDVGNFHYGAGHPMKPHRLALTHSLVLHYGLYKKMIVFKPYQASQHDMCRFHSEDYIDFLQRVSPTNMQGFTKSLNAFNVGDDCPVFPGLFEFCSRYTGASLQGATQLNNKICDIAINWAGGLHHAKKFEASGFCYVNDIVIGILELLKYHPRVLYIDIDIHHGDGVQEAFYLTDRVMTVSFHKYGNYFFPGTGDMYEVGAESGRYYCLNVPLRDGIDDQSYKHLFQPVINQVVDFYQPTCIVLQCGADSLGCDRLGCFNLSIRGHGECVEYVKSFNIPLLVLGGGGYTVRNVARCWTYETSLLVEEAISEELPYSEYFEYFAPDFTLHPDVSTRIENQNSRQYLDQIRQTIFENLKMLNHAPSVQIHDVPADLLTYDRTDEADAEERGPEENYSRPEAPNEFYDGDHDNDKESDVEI
Numbers without * were called inactive; i = inactive; ? = inconclusive; . = not tested or not shown. This is a subset (hit frequency here may not be typical).

SMILES	PolyA inh	GSK3 alpha inh	HSF1 inhib	Platelet DG rel	DYRK1A inh	HSF-1 act	AI-2 QS modul	HSP90 inh	GSK3B inh	HDAC3 inh
O=C(N/N=C/c1cc2c(cc1Br)OCO2)c1cc2ccccc2o1	.	0	-1	-3	-1	-18	35	-2	1	2
CN(CC(=O)Nc1cccc(F)c1)C(=O)c1cccc(S(=O)(=O)N2CCN(c3ccccc3)CC2)c1	i	-1	1	10	.	8	-5	-4	4	4
CCOc1ccc(CCNC(=O)COC(=O)c2cc(S(=O)(=O)N3CCOCC3)ccc2F)cc1OCC	i	.	-1	-5	-1	-3	74	-4	3	-5
CCN(CC)S(=O)(=O)c1cccc(C(=O)Oc2cccc(NC(=O)c3cccs3)c2)c1	i	-3	8	-6	.	-9	21	0	-2	-5
C/C(CC(=O)Nc1ccccn1)=N\NC(=O)c1ccncc1	i	-2	2	-4	.	-3	51	-5	-1	2
CCOC(=O)C1=NN(c2ccc([N+](=O)[O-])cc2)CC1C(=O)OC (centres undefined)	i	2	-1	-8	4	3	24	-1	-2	-4
O=C(Nc1nnc(C2CC2)s1)C1=NN(C2CCS(=O)(=O)C2)C(=O)CC1 (centres undefined)	i	-4	-5	4	-3	-8	7	1	-2	4
O=C(O)CCC(=O)N1CCN(c2nc(-c3ccccc3Cl)c3cc(Br)ccc3n2)CC1	i	8	-3	3	8	6	7	7	-2	-6
C=CCn1c(C)c(C(C)=O)c(N2CCOCC2)nc1=S	i	-3	-4	3	1	-3	27	0	1	-4
Cc1ccc(NC(=O)N2CCc3ccccc32)cc1	i	3	40	34	3	63*	10	16	-1	2
COc1ccc(-c2nc(-c3ccccc3)nc(Cl)c2C#N)cc1	i	-1	1	-1	5	-6	14	-8	0	-6
O=C1C=C(c2cccnc2)CCC1	i	-2	0	-1	-3	14	10	.	3	2
O=C(OCC#CCSc1nnc(-c2ccncc2)o1)c1cccs1	i	14	-7	-4	1	11	24	3	-6	-2
C=CCc1c(C)nc(SC)nc1Nc1ccc(C(C)=O)cc1	i	0	-5	0	14	25	24	-2	-9	6
CN(C)c1ccc(Cl)cc1N	i	-3	-2	-11	7	-9	23	-2	4	-1
COC(C(=O)NNC(=O)Cc1ccc(Cl)cc1)c1ccccc1 (centres undefined)	i	7	9	4	.	0	7	3	1	1
COc1ccc(N2CCN(C(=O)CCS(=O)(=O)c3ccc4c(c3)CCN4C(=O)C3CC3)CC2)cc1	i	-7	3	4	-4	-14	16	1	-1	-2
CSc1ncccc1C(=O)Nc1nc2ccc(S(C)(=O)=O)cc2s1	i	-1	9	5	36	14	14	-3	2	0
CN(c1ccccc1)S(=O)(=O)c1ccc(NC(=O)c2ccc(F)cc2)cc1	i	0	25	18	2	48	10	.	1	8
CNC(=O)c1c(Cl)cnn1-c1ccc(C)cc1	i	0	14	5	-4	?	8	-1	3	-9
COC(=O)Cc1ccc(NC(=S)N2CCN(c3cccc(O)c3)CC2)cc1	i	-2	1	2	1	0	5	-8	1	4
COc1ccc(C(CNC(=O)C(=O)NC2CCCC2)N2CCN(C)CC2)cc1 (centres undefined)	i	-2	-3	2	10	1	-17	.	-1	5
COCCNC(=O)CN1C(=O)CC(C)(C)S(=O)(=O)c2ccccc21	i	-2	-2	-1	20	2	26	-3	-1	4
CCN(CC)CCn1c(SCC(=O)NCc2ccco2)nc2c(sc3ccccc32)c1=O	i	0	-2	-3	1	17	20	5	1	-1
CCCS(=O)(=O)N1CCC(C(=O)NCCCN2CCC(Cc3ccccc3)CC2)CC1	i	1	.	1	.	.	29	-1	1	1
C/C(=N\NC(=O)CN1CCN(S(=O)(=O)c2ccc(C)cc2)CC1)c1ccc(O)cc1	i	-1	-2	0	-11	-4	23	-4	-1	2
Cn1c(=O)oc2cc(S(=O)(=O)CCC(=O)N3CCN(c4ccccc4)CC3)ccc21	i	-2	2	0	-6	11	17	-4	2	18
O=C(CN(C(=O)CCC(=O)Nc1nccs1)c1cccc(F)c1)NCC1CCCO1 (centres undefined)	i	-2	-8	-13	-4	-7	0	1	4	5
CC(=O)c1c(C(C)=O)c(C)n(Cc2ccc3c(c2)OCO3)c1C	i	-4	4	2	-1	-3	13	4	3	6
N#CC1=C(N)OC2=C(C(=O)CCC2)C1C1C=CCCC1 (centres undefined)	i	0	8	-7	1	17	-2	-2	1	0
CC(C)NCCCCOc1ccc(Br)cc1Cl	i	0	11	2	3	21	8	3	-2	2
O=C(O)Cc1sc(NC2CCCCC2)nc1-c1ccc(Cl)cc1	i	4	24	3	-6	48	23	-4	0	-1
CC#CCN1c2ccccc2[C@]23C[C@@H](C(=O)OC)N(C(=O)c4ccco4)C2=NC(C(=O)OC)=C(C(=O)OC)[C@H]13	i	1	-7	-10	-2	13	19	.	-2	-2
CCCC(=O)Nc1nnc(S(=O)(=O)N(CC)c2ccc(OC)cc2)s1	i	0	-8	-1	-3	-5	-11	-3	1	-3
CCOC(=O)[C@@H]1[C@H]2COc3ccccc3[C@@H]2N2C(=O)N(c3ccccc3)C(=O)[C@@]12C	.	0	-5	3	9	2	22	-5	2	6
CC(/C=C/c1ccccc1F)=N\NC(=O)c1ccc(Cl)cc1	i	-1	6	0	-5	26	12	1	-1	-3
COCCCNC(=O)C1CCC(CNS(=O)(=O)c2ccc(C)cc2)CC1 (centres undefined)	i	-9	-6	12	.	-19	-13	2	1	-7
NC(=O)c1ccc(NC(=O)CN2CCN(Cc3ccccc3)CC2)cc1	i	-2	-10	5	0	-9	9	5	-2	-7
COc1ccc(NC(=O)Nc2ccc(C)cc2OC(F)F)cc1OC	i	.	5	-9	-2	16	-5	8	-2	4
CC(C)c1nnc(NC(=O)CSc2ncn[nH]2)s1	i	3	-2	3	5	0	22	-2	22	9
CCOC(=O)c1ccc(NC2c3ccccc3C(=O)N2c2ccccn2)cc1 (centres undefined)	i	0	-4	2	1	-18	12	-4	2	1
C=CCn1nc2ccccc2c1OCCO	i	-4	-17	0	7	-24	20	.	-3	-1
CC1CCN(CC(CS(=O)(=O)c2ccc([N+](=O)[O-])cc2)N2CCC(C)CC2)CC1 (centres undefined)	i	-2	-6	-4	5	-9	34	-3	8	2
CC(C)C(=O)Nc1ccc(NC(=O)c2cccc3c(Br)cccc23)cc1	i	-2	6	1	0	5	9	0	2	3
CCOc1ccc(NS(=O)(=O)c2ccc(C(=O)NCC3(N4CCCCC4)CCCCC3)cc2)cc1	i	0	-1	-13	-6	2	5	-2	1	3
COc1cc(C(=O)N=c2sccn2C)c([N+](=O)[O-])cc1OC	i	.	-4	-7	1	6	4	-4	2	2
CC1CN(Cc2cn(C)nc2-c2ccc(Oc3ccccc3)cc2)CCN1C (centres undefined)	i	.	-3	-7	.	5	3	2	0	.
Cc1ccc(C)c(CNS(=O)(=O)c2c(C(=O)N3CCCC3)c(C)n(C)c2C)c1	i	0	-1	-10	-2	-1	19	-1	0	1
CCOc1ccc(C(=O)NC(C)(C)CC)cc1	i	-1	-2	-3	-2	-4	8	-4	4	3
CC(=O)N(Cc1ccco1)Cc1cc2cccc(C)c2n2nnnc12	i	3	3	1	.	7	17	-1	1	-1
NNC(=O)CN1C(CN2CCOCC2)=Nc2ccc(Br)cc2C1c1ccccc1 (centres undefined)	i	1	3	-2	-3	19	24	-2	1	5
O=C(Nn1cnnc1)c1csc2ccccc12	i	-1	-7	8	1	-2	28	-3	-3	-1
O=C1CC(c2ccccc2)Sc2nc3ccccc3n21 (centres undefined)	i	1	-14	0	0	15	-19	1	-2	-1
O=C(O)CN1C(=O)/C(=C\c2cccc(OCc3ccc(Cl)cc3)c2)SC1=S	i	-3	7	-1	2	-1	13	-4	0	7
C=C(C)CNC(=O)CCc1nnc(C2(c3ccc(Cl)cc3)CCC2)o1	i	0	8	4	-2	32	20	-3	-3	-1
CN(c1ccccc1N(C)S(=O)(=O)c1ccccc1)S(=O)(=O)c1ccccc1	i	0	1	-10	.	-5	10	-1	0	-5
CC(=O)N1CCN(CC(=O)Nc2ccccc2C(=O)NCc2ccc(C)cc2)CC1	i	2	5	0	1	-3	27	-1	-1	-5
CN(C)CCNC(=O)Nc1ccc(F)cc1F	i	-2	3	12	-4	12	5	0	4	1
CCc1ccccc1Nc1ncnc2ccccc12	i	-1	-9	9	9	11	22	1	1	1
Cc1nc(-c2cccc(S(=O)(=O)N3CC(C)CC(C)C3)c2)cs1 (centres undefined)	i	-2	4	-2	1	6	24	-6	3	-4

New compounds follow:
SMILES	PolyA inh	GSK3 alpha inh	HSF1 inhib	Platelet DG rel	DYRK1A inh	HSF-1 act	AI-2 QS modul	HSP90 inh	GSK3B inh	HDAC3 inh
CC(=O)c1cccc(NC(=O)c2cc3nc(C)cc(C)n3n2)c1	i	0	20	0	39	13	16	2	2	-10
Cc1ccccc1NC(=O)Cn1nnc(C(=O)NCc2ccco2)c1N	i	-4	-2	-3	-4	-23	36	2	1	-8
COc1cccc(Cn2cc(-c3cccc(C(F)(F)F)c3)nn2)c1	i	-1	5	1	13	-5	12	-4	2	7
CC(=O)Oc1ccc(C(=O)[C@H]2[C@H]3C(=O)N(c4ccc(C)cc4)C(=O)[C@H]3[C@@H]3C=CC=NN32)cc1	i	4	15	11	1	13	31	0	3	13
COC(=O)C1=NN[C@H](C(=O)OC)[C@H]1c1ccccc1	i	-1	2	14	-2	-7	25	-3	3	7
Cc1cc(C)c(S(C)(=O)=O)c(Oc2ccc(C(C)(C)C)cc2)n1	i	-1	-3	0	3	3	3	5	3	-10

Arranged by the number under GSK3 alpha inh (rising): 3 of the compounds above
structure,PolyA inh,GSK3 alpha inh,HSF1 inhib,Platelet DG rel,DYRK1A inh,HSF-1 act,AI-2 QS modul,HSP90 inh,GSK3B inh,HDAC3 inh
COc1cccc(Cn2cc(-c3cccc(C(F)(F)F)c3)nn2)c1,i,-1,5,1,13,-5,12,-4,2,7
CC(=O)c1cccc(NC(=O)c2cc3nc(C)cc(C)n3n2)c1,i,0,20,0,39,13,16,2,2,-10
CC(=O)Oc1ccc(C(=O)[C@H]2[C@H]3C(=O)N(c4ccc(C)cc4)C(=O)[C@H]3[C@@H]3C=CC=NN32)cc1,i,4,15,11,1,13,31,0,3,13

From PubChem
